Assay outcomes as filed in PubChem BioAssay.
BoNT A protease: inhibitors of Botulinum neurotoxin A light chain protease; multiplex microsphere protease substrate cleavage, flow cytometry; inhibition, % at 10 µM; hit rate 0.17% among 360,000; AID 588499; also: plate controls were buffer without enzyme for full effect and enzyme alone for no effect
3CLpro inhibitor: SARS-CoV 3CLpro protease inhibition; recombinant SARS-CoV 3CLpro, quenched FRET peptide cleavage; hit rate 0.14% among 290,000; inhibition, % at 6 µM; P0C6X7; AID 1706; in the data active = inhibition above about 12%
DUSP3 inh: inhibitors of human VHR1 phosphatase (DUSP3) | P51452 | recombinant VHR phosphatase, pNPP absorbance | inhibition, % at 13.3 µM | hit rate 0.52% among 290,000; in the data active = inhibition above about 50%; also: some compounds called inactive have numbers as strong as hits
Target sequence (P51452 whole entry, looked up): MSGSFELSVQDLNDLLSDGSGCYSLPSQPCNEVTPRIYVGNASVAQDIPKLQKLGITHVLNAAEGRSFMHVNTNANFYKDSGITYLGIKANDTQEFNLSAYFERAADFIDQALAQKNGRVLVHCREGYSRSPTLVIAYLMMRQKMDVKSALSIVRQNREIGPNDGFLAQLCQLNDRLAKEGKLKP
Rv3671c protease: Rv3671c (M. tuberculosis) protease inhibition; P9WHR9; inhibition, % at 5.96 µM; hit rate 0.048% among 320,000; in the data active = inhibition above about 38%;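 also: extracellular domain of Rv3671c used as enzyme; 0% = enzyme with DMSO and 100% = no enzyme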
Target sequence (P9WHR9 whole entry, looked up, the tested form may be a part): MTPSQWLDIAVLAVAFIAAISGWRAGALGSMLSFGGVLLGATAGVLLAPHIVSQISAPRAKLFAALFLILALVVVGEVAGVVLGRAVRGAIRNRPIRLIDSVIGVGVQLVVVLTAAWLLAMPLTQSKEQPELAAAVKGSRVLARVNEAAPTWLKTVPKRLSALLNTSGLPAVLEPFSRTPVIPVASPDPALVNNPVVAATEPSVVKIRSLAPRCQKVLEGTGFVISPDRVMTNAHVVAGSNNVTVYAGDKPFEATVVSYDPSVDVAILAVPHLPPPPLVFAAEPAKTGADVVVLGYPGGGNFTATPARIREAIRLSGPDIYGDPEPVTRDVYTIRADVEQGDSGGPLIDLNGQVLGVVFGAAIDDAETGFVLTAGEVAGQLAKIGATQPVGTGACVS
PrPC TRFRET: cell surface PrPC inhibition, primary TR-FRET screen; P04156; TR-FRET read-out; inhibition, % at 13.8 µM; hit rate 0.43% among 370,000; AID 720596; in the data active = inhibition above about 24%; also: 0% = median of the test wells and 100% = reference compound wells
BoNT-F LC inh: inhibitors of Botulinum neurotoxin F light chain protease; Multiplex microsphere protease cleavage assay, flow cytometry; inhibition, % at 10 µM; hit rate 0.22% among 360,000; in the data active = inhibition above about 35%, passing the limit was not always enough; inconclusive = no clear call, values can overlap the other calls; also: plate controls were buffer without enzyme for full effect and enzyme alone for no effect
PriA SSB inh: blocks PriA binding to SSB C-terminal tail; AlphaScreen SSBct-PriA binding, biotinylated peptide; inhibition, % at 33 µM; AID 1272365; hit rate 0.6% among 430,000; in the data active = inhibition mostly above about 37%, no sharp cut-off; inactive = mostly below about 20%;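 also: plate controls were negative control peptide for no effect and reference peptide for full effect; strong numbers were not always called active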
Anthrax LF inh2: inhibitors of Bacillus anthracis lethal factor protease; multiplex microsphere protease cleavage assay, LF; inhibition, % at 10 µM; hit rate 0.12% among 360,000; AID 588501; also: plate controls were buffer without enzyme for full effect and enzyme alone for no effect
CCHFV vOTU inh: blocks the CCHF virus ovarian tumor domain protease; CCHFV vOTU protease, Pep-AMC fluorescence; inhibition, % at 11.5 µM; hit rate 0.55% among 370,000; in the data active = inhibition above about 30%; also: 0% = vehicle wells with enzyme and 100% = no enzyme wells
MazF activator: MazEF (E. coli) toxin RNase activation. activation, % at 20 µM. hit rate 0.32% among 350,000. AID 504720. FAM/BHQ RNA-DNA oligo cleavage fluorescence, 5 h. P0AE70; in the data active = activation above about 50%
Target sequence (P0AE70 whole entry, looked up): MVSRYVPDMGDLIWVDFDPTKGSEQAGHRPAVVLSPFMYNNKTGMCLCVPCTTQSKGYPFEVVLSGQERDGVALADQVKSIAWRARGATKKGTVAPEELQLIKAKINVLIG
* marks the source's active call; other numbers are inactive results; ? = inconclusive; nt = not tested or not shown; & = joins results of further samples. Rule as the data show it, unless noted: active = inhibition above about 30%; inconclusive = no clear call, values can overlap the other calls; inactive = below that. This is a subset (hit frequency here may not be typical).

SMILES	BoNT A protease	3CLpro inhibitor	DUSP3 inh	Rv3671c protease	PrPC TRFRET	BoNT-F LC inh	PriA SSB inh	Anthrax LF inh2	CCHFV vOTU inh	MazF activator
CCOC(=O)C1(Cc2ccccc2)CCCN(C(=O)c2cnn(CC)c2)C1 (centres undefined)	-1.0	0	14	0	5	-9	-12	-2	2	12
Cc1cc(Br)cn2c(CC(C)(C)C)c(-c3cccc(Cl)c3)nc12	0.7	nt	nt	nt	5	0	nt	2	7	nt
Cc1ccc(C(=O)N/C(=C/c2ccc(F)cc2)C(=O)NCc2ccncc2)cc1	-0.2	-1	-7	-13	2	-2	0	-2	-2	7
COc1ccc(S(=O)(=O)N2CCN(CC(=O)NC3CCCC3)CC2)cc1	1.3	-2	-11	-12	-2	-1	-11	-1	-5	14
O=C(CCCC(=O)N(CC(=O)NC1CCCCC1)c1ccccc1F)Nc1ccccn1	-2.8	-3	26	-2	3	-4	-11	-1	-1	3
Cc1ccc(N2C(=O)N(CC(=O)N3CCc4ccccc43)C(=O)C2C)cc1 (centres undefined)	0.0	nt	nt	nt	-3	-2	nt	-2	-7	10
COc1ccc(Cl)cc1NC(=O)CCCN1C(=O)CCC1=O	-0.7	1	-31	1	8	-3	-3	1	7	-1
CCOC(=O)c1ccc(NC(=S)N(CCCN2CCCC2)Cc2cccs2)cc1	-0.4	6	22	12	-3	-10	4	-2	-8	3
Cc1cc(C(=O)CN2C(=O)C(=O)N(CC(C)C)C2=O)c(C)n1-c1ccccc1F	-0.6	-2	13	4	7	0	18	5	4	3
O=C(COCc1nc2ccccc2c(=O)[nH]1)NCC1CCCCC1	1.4	-1	9	-3	2	1	-21	-5	-1	1
Cc1cc(OCC(=O)NCc2cccnc2)c2c(C)c(Cc3ccccc3)c(=O)oc2c1	0.2	1	0	-10	1	0	-2	2	-2	19
COc1ccccc1NC(=O)Nc1cc(NC(=O)Nc2ccccc2OC)c(C)nc1C	-0.1	-1	15	-18	2	-4	-19	0	-15	0
Cc1cccc(OCCSCc2nc3ccccc3[nH]2)c1	-0.7	0	13	3	0	-11	-6	-7	8	0
Cc1cc(C)c(OCCCON2C(=O)CCC2=O)c(Br)c1	0.4	2	17	-8	-1	-2	-2	1	3	9
O=C(Cc1ccc(Cl)cc1)Nc1ccc(Br)cn1	2.2	4	-10	0	9	10	0	-16	-2	-1
CCCN1C(=O)c2cc(C(=O)Nc3cccc(C(C)=O)c3)ccc2C1Nc1cccc(C(C)=O)c1 (centres undefined)	-0.5	-2	2	4	-6	-4	-18	-4	2	-1
C=C(C)c1cccc(C(C)(C)NC(=O)Nc2ncccn2)c1	1.0	-2	-2	-16	-3	-4	-6	-6	6	0
O=C(N/N=C/c1c(O)n(-c2ccc(Cl)cn2)c(=O)c2ccccc12)c1ccncc1	-0.1	-6	7	24	-9	-11	nt	1	-4	-25
CCCn1c(SCC(=O)NNC(=O)c2ccccc2)nnc1-c1cccnc1	-0.4	4	11	1	-1	1	-7	-1	-3	-13
NC(=Nc1ccccc1)N(c1ccccc1)c1ccccc1	-0.7	nt	nt	nt	-3	-6	4	-8	-4	8
COc1cc(C(=O)N2C[C@@H]3CCC[C@H]2C3)ccc1OC1CCN(C(C)=O)CC1	-7.4	0	10	0	4	?	-5	-3	-3	2
Cc1ccccc1Cn1c(=O)n(CCC(=O)NCc2ccc3c(c2)OCO3)c(=O)c2ccccc21	1.3	-2	16	5	1	4	-5	1	-3	-1
O=C(Nc1cccc(Cl)c1)/C(=C\c1cccnc1)NC(=O)c1ccco1	-0.2	5	28	-3	6	0	-11	1	-13	-2
CN(C)CCN(Cc1ccccc1)C(=O)C1CCN(c2ncnc3c2nc2n3CCCCC2)CC1	0.0	-1	61	-12	-3	2	3	-5	9	1
N#C/C(=C(\O)CCl)c1nnc2n1CCCCC2	-0.4	-3	6	-4	-1	-4	nt	0	-6	4
Cc1ccnc2nc(C(=O)OCC(=O)N(CC(C)C)CC(C)C)nn12	0.1	5	22	-2	-9	-4	1	0	-16	-10
COc1ccc(-c2nc3cnccn3c2Nc2ccc(C)cc2)cc1	-0.3	-3	2	5	7	0	9	-7	5	9
COc1ccc(CCN=C(N)NS(=O)(=O)c2cc(F)ccc2OC)cc1	-1.4	-1	-4	8	-2	-6	-4	3	3	5
COc1cc(OC)cc(C(=O)NNC(=O)C2CCCC2)c1	-0.6	6	-19	9	-4	-4	-6	2	0	2
CCCCCCSc1cc(-c2nc3cnccn3c2NCc2ccccc2)ccc1OC	-1.0	nt	nt	5	nt	-14	-11	-10	nt	-7
COCCn1c(SCC(=O)N2CCCCC2)nc2c([nH]c3ccccc32)c1=O	2.4	-3	8	-19	-3	8	4	0	3	-1
COc1cc(-c2cc3nc(NC4CCCCC4)ccn3n2)cc(OC)c1OC	0.1	nt	nt	nt	-2	-6	nt	-6	-7	nt
CSc1nc2ncc(-c3ccsc3)c(N)n2n1	0.1	0	2	4	-3	-10	-28	-3	-2	5
CCN(CC)CCCN1CC(=O)N2[C@@H](Cc3c([nH]c4ccccc34)C2(C)C)C1=O	2.6	2	2	4	-9	-6	8	5	2	1
COC(=O)[C@H](C)NC(=O)Nc1ccc(C)c(C)c1	-0.1	-1	18	8	5	-4	-29	-3	7	2
CN1CCN2c3ccc(N)cc3CC3(C(=O)NC(=O)NC3=O)C2C1 (centres undefined)	-9.5	22*	16	nt	2	?	-7	-10	2	-1
Cc1cccc(N2C(=O)C3C4CC(=O)C(c5ccccc54)C3C2=O)c1C (centres undefined)	-0.5	5	-29	-3	4	-5	1	-2	5	-5
N#CCOc1coc(CN2CCN(c3cccc(Cl)c3)CC2)cc1=O	1.6	-2	20	10	1	1	4	-2	16	7
COc1ccc(-c2cc(C(=O)Nc3cc(OC)cc(C(=O)Nc4cccc(C(F)(F)F)c4)c3)[nH]n2)cc1	-0.3&-0.1	nt	19	-196	5&0	-9&-8	1	-6&-1	-6&10	-3&5
Cc1ccc(NC(=O)C2CCCCC2)cc1C	0.0	nt	nt	2	6	1	-5	2	-9	-2
[N-]=[N+]=NCCN1CCN(CCc2ccccc2)CCC1=O	0.6	-7	1	9	-9	-2	8	1	7	3
CC(C)CCCN1C(Nc2ccccc2)=NC[C@@H]1C	-0.7	4	28	-3	-4	-13	13	-8	4	9
c1ccc(C2=Nn3c(nnc3-c3n[nH]c4c3CCC4)SC2)cc1	-0.5	-1	25	4	-4	-4	-6	0	6	0
c1ccc2nc(-c3nc4ccccc4[nH]3)ccc2c1	0.1	-4	-13	-6	-5	-9	8	-1	-12	4
Cc1ccc(S(=O)(=O)NCc2ccc(/C=C(/C#N)C(=O)NCc3ccccc3)o2)cc1	-0.9	3	24	-8	0	-3	-13	0	-2	-1
COc1ccc2cc(C(=O)C3CCCN(C(=O)CCc4cnn(C)c4)C3)ccc2c1 (centres undefined)	0.2	0	18	-11	2	-2	8	0	-118	1
O=C(CNC1CCCCCC1)Nc1ccccc1N1CCOCC1	-0.2	-4	7	2	7	-2	-12	-5	9	5
O=C(O)c1cc(/C=N\O)ccc1OCc1ccccc1	0.8	1	3	0	-3	3	nt	0	-7	5
CN(C)c1ccc(/C=C(\C#N)C(=O)c2ccccc2)cc1	12	-4	19	-6	2	21	-8	4	4	-234
Cc1nn(CC(=O)NCCCN2CCCCC2)c(=O)c2cc(-c3ccccc3)nn12	0.1	-1	69	-1	0	-4	-5	-1	2	0

Next part.
SMILES	BoNT A protease	3CLpro inhibitor	DUSP3 inh	Rv3671c protease	PrPC TRFRET	BoNT-F LC inh	PriA SSB inh	Anthrax LF inh2	CCHFV vOTU inh	MazF activator
COc1ccc(-c2nn(CCC#N)cc2C(=O)NCc2ccccc2)cc1OC	-1.4	0	1	-8	3	?	-16	4	-7	0
CC(C)c1ccc(-c2nc(N3CCCCCC3)nc3n[nH]c(N)c23)cc1	1.1	-1	10	-2	-2	-6	1	1	4	-12
Cc1nnc(SCC(=O)NCc2ccco2)n1-c1ccccc1	-1.7	1	11	-6	-4	-1	-20	-3	10	1
CC(C)c1cc(NCCN2CCOCC2)n2c(nc3ccccc32)c1C#N	0.1	nt	nt	nt	3	-4	-17	-2	2	5
CCc1oc(C(=O)O)cc1CN(CC)CC	-1.1	2	-2	2	-2	0	-13	?	-6	9
CC(C)N(C(=O)CN(C#N)c1nc(N(C)C)nc(N(C)C)n1)c1ccccc1	-2.5	4	18	10	-6	-20	-2	-2	-18	8
COc1ccccc1CNC(=O)C1CCN(S(=O)(=O)c2ccc3c(c2)CC(C)N3C(C)=O)CC1 (centres undefined)	0.6	1	13	10	1	1	-5	-5	7	-4
COc1cccc(CN(C)C(=O)c2ccc(Cl)c(S(=O)(=O)N3CCCCCC3)c2)c1OC	-0.3	nt	nt	nt	-1	-1	-5	-1	8	-4
Nc1c(N(CCC2=CCCCC2)C(=O)COc2ccc(F)cc2Cl)c(=O)[nH]c(=O)n1Cc1ccccc1	-2.7	nt	nt	nt	9	-24	-9	-16	-6	-15
O=C(NCCc1ccccc1)c1ccc2c(c1)S(=O)(=O)c1ccccc1C2=O	-0.1	nt	nt	-3	-28	-1	17	-3	-6	15
O=C(/C=C/c1ccccc1)COC(=O)c1ccccc1	0.3	nt	nt	nt	-9	1	-5	1	3	-8
O=C(COc1ccc(Br)cc1)NNC(=O)c1ccc(-n2cncn2)c([N+](=O)[O-])c1	1.7	nt	nt	-1	-18	1	1	-2	-1	2
COc1ccc(OC)c(C2C(C(C)=O)=C(O)C(=O)N2c2ccc(O)cc2)c1 (centres undefined)	-0.5	0	14	-4	-9	2	-7	1	2	7
Clc1ccc(Cn2ncc3c(N4CCCCC4)ncnc32)cc1	0.2	0	29	-3	6	-4	-16	-6	15	3
COc1ccc(/C=C/C(=O)NCC(=O)N/N=C/c2ccc(OC)cc2)cc1	-0.5	0	24	5	-8	0	nt	0	5	-3
Cn1c(NCCO)nc2c(c1=O)C1(CCCCC1)Cc1ccccc1-2	-1.3	-1	9	-3	-5	-12	1	-9	-79	2
COc1ccc(C2OC3=C(Nc4cc(C)c(C)cc4N3)C2=O)cc1 (centres undefined)	2.3	2	6	3	3	29	-10	2	-15	5
O=C(Nc1ccc(OCc2ccccc2)cc1)c1cccs1	1.5	-5	42	-4	25*	?	-7	4	-16	-1
CC(C)Nc1nc(NC(N)=S)nc(NC(C)C)n1	0.4	2	2	-1	-1	-3	-2	0	0	11
Cc1c(C(=O)N(C)C2CC(C)(C)NC(C)(C)C2)oc2c(F)cccc12	2.8	2	19	-2	2	1	-3	1	-7	3
CCOC(=O)NC(=O)CSc1nnnn1-c1ccc(Cl)cc1	0.6	1	29	4	6	-4	-6	-1	9	6
COc1cc(CC(=O)OCC(=O)NC(C)c2ccccc2)cc(OC)c1OC (centres undefined)	1.1	nt	nt	-1	1	?	8	3	-1	-2
CCN1C(=O)C(O)(C2COC(C)(C)CC2=O)c2cc(Br)ccc21 (centres undefined)	1.5	-1	3	-2	-29	8	-2	0	-13	-1
N#Cc1ccccc1-n1c(N)c(C(=O)N2CCCC2)sc1=S	-0.8	3	26	-27	2	-12	14	-7	6	-6
O=C(Cc1ccc(F)cc1)N1CCN(c2ccc(F)cc2)CC1	-2.7	3	18	-7	4	-2	-3	-3	-15	-3

Some of the entries so far, with two lines to a compound.
Second line of a record: BoNT A protease | 3CLpro inhibitor | DUSP3 inh | Rv3671c protease | PrPC TRFRET | BoNT-F LC inh | PriA SSB inh | Anthrax LF inh2 | CCHFV vOTU inh | MazF activator
COc1cc(CC(=O)OCC(=O)NC(C)c2ccccc2)cc(OC)c1OC (centres undefined)
  1.1 | nt | nt | -1 | 1 | ? | 8 | 3 | -1 | -2
CCN1C(=O)C(O)(C2COC(C)(C)CC2=O)c2cc(Br)ccc21 (centres undefined)
  1.5 | -1 | 3 | -2 | -29 | 8 | -2 | 0 | -13 | -1
N#Cc1ccccc1-n1c(N)c(C(=O)N2CCCC2)sc1=S
  -0.8 | 3 | 26 | -27 | 2 | -12 | 14 | -7 | 6 | -6
O=C(Cc1ccc(F)cc1)N1CCN(c2ccc(F)cc2)CC1
  -2.7 | 3 | 18 | -7 | 4 | -2 | -3 | -3 | -15 | -3
